# Screening data: PubChem, Fisher Drug Discovery Resource Center
# mcGAS inh: blocks mouse cGAS activity; hit rate 0.15% among 160,000; inhibition, % at 12.5 µM; AID 1259399; recombinant cGAS, Kinase-Glo ATP depletion luminescence;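 also: 0% = negative control wells and 100% = reference inhibitor with no enzyme activity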
# NPYLR7 agonist: mosquito NPYLR7 agonism; HEK293T NPYLR7/Galpha15, GCaMP6s calcium fluorescence; activation, % at 10 µM; hit rate 0.15% among 270,000; in the data active = activation above about 40%;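 also: 0% = vehicle and 100% = reference agonist at the receptor; some compounds past the cut are filed as inactive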
# hcGAS lum: human cGAS inhibition. recombinant h-cGAS, ATP depletion, Kinase-Glo luminescence. hit rate 0.081% among 290,000. AID 1259398. inhibition, % at 12.5 µM;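 also: 0% = vehicle reaction and 100% = reaction without DNA for no activity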
# Target sequence (Q8N884 whole entry, looked up): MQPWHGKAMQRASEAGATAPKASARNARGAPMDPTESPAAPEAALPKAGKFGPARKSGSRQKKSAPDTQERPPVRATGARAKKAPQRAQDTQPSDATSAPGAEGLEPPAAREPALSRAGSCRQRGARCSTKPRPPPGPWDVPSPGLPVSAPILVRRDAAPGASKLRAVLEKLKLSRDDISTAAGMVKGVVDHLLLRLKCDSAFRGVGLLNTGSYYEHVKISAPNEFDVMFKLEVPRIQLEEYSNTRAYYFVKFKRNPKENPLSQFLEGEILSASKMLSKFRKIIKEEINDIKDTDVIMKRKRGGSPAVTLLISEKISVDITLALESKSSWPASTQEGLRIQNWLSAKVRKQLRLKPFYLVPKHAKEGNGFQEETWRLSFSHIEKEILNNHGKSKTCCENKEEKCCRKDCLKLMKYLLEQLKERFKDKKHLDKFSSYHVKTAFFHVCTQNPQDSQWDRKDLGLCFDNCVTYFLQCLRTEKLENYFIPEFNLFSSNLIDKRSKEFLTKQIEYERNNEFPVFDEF
# An asterisk follows results filed as active; nt = not tested or not shown; & = joins results of further samples. Rule as the data show it, unless noted: active = inhibition above about 40%; inactive = the rest.
smiles	mcGAS inh	NPYLR7 agonist	hcGAS lum
COCCN(Cc1cccc(OS(=O)(=O)c2ccc(F)cc2)c1)C(=O)c1cccc(F)c1	-4	-6	-6
CN(Cc1ccccc1)C(=O)CN1C(=O)NC(C)(c2ccc(C(C)(C)C)cc2)C1=O (stereo not given)	3	-6	11
O=c1c2ccccc2nnn1CSc1ccc(F)cc1	nt	-2	-7
CCCCCCNC(=O)CC(c1ccc(C(C)(C)C)cc1)c1c[nH]c2ccccc12 (stereo not given)	-4	30	-4
CCc1cnc(C)nc1N1CCN(c2ncccn2)CC1	-14	2	-10
COC(=O)c1sccc1NS(=O)(=O)c1ccc(F)c(F)c1	nt	3	-7
c1ccc(Cc2nc(CNC3CCC4(CCNCC4)CC3)no2)cc1	1	3	0
CCN(CC)C(=O)N[C@@H]1COCC[C@@H]1OCc1cscn1	-3	nt	2
CCCc1nc(N2CCN(C(=O)c3ccc(F)cc3)CC2)c2c(-c3cccc(C(F)(F)F)c3)noc2n1	-4	19	-3
CCOC(=O)c1cc(C#N)c(SCC(=O)N2CC(C)CC(C)C2)nc1C (stereo not given)	-6	4	-4
Cc1ccc2cc(CCNC(=O)C3CCCCC3)c(=O)[nH]c2c1	-6	2	-2
COc1cc(C=C(C#N)S(=O)(=O)c2cc(Br)ccc2Br)cc(OC)c1	nt	10	-5
Cc1cc(CC(C)NC(=O)c2cc(C(C)C)no2)n[nH]1 (stereo not given)	-12	nt	-7
CNc1cncc(-c2cccc(COC)c2)n1	nt	4	-5
CC(Cc1ccsc1)n1ccnc1-c1nccn1C (stereo not given)	-15	4	-5
CCC(C)N(Cc1ccsc1)Cc1nc[nH]c1C (stereo not given)	-19	3	-2
CC(=O)N1CCN(c2ncccc2CNC(=O)C2CC23CCCCC3)CC1 (stereo not given)	nt	7	-7
CNc1nc(-c2cc(NCc3ccccn3)nc3[nH]ccc23)nc2c1CCC2	nt	4	-6
Cc1nc2c(c(N(C)CC3COc4ccccc4O3)n1)CNC2 (stereo not given)	-9	-4	-1
COCC(=O)N1CCCN(Cc2c(C)nc3ccc(Cl)cn23)CC1	nt	4	-3
CN(C)CCN(CCN(C)C)C(=O)NC1CCC(O)CC1 (stereo not given)	nt	-1	-13
Cc1ccc(-c2cc(O)c3c(c2)CN(C(=O)C2CCN(C)C2)CCO3)s1 (stereo not given)	nt	6	-11
CCCCNC(=O)c1c(NC(C)=O)sc2c1CCCC2	-5	-4	-6
CCC(C)NCc1c(-c2ccccc2)noc1N1CCSCC1 (stereo not given)	nt	9	3
COc1cccc(N=C2SC(C(=O)Nc3ccccc3F)CC(=O)N2C)c1 (stereo not given)	-7	5	-4
COc1ccc(Cl)cc1C(=O)Nc1cc(-c2nc3ccccc3o2)ccc1Cl	-1	9	3
O=C(C1=CCCC1)N1CCCC(c2nc(-c3ccncc3)ncc2-c2ccccc2)C1 (stereo not given)	-10	31	-6
COc1ccc(/C=C/CN2CCN(CC3CCCCC3)C(CCO)C2)cc1 (stereo not given)	-11	19	-11
CCCCNc1cc(C)nc2c(C)c(-c3ccc(OC)c(OC)c3)nn12	1	16	2
COc1ccc(-n2nnnc2SCc2csc(-c3cccc(OC)c3OC)n2)cc1	nt	-7	-1
Cc1ccccc1CCC1CCCN(S(C)(=O)=O)C1 (stereo not given)	nt	6	-8
Cc1nc(SC(F)F)[nH]c(=O)c1CCC(=O)NCc1ccccn1	nt	-6	14
CC(C)NC(=O)N(CCN(C)C)Cc1ccc(OS(=O)(=O)C(C)C)cc1	-7	24	-8
COc1cc(-c2nc(CN(C)Cc3cccc(-n4cccn4)c3)c(C)o2)ccc1F	-15	10	-8
N[C@@H]1CC[C@@H](NC(=O)c2ccccc2-n2cncn2)C1	-13	-2	-7
Cc1oc(-c2ccccc2Cl)cc1C(=O)NCCN1CCNC1=O	-10	2	-1
COc1ccc(-n2cccn2)c(CN2CCN(c3cc(C)nc(N)n3)CC2)c1	nt	15	-5
COc1ccc2c(c1)CCc1cc(CCC(=O)NC(=O)C3CCCNC3)n(CCc3cccc(F)c3)c1-2 (stereo not given)	2	nt	3
CCOC(=O)c1c(NC(=O)C2CC2)sc(C(=O)Nc2ccccc2F)c1C	-5	-6	-7
Cc1cccc(-n2c(=O)n(CCC(C)C)c(=O)c3[nH]cnc32)c1	nt	10	5
Cn1cnc2cnc(Nc3ccc(F)c(Cl)c3)cc21	-4	-5	-4
O=S(=O)(NCC1(N2CCSCC2)CCCC1)c1c(F)cccc1F	-12	-2	-8
COc1ccc2c(c1)C1CC(C)(O2)N(C)C(=O)C1S(=O)(=O)c1ccc(C)cc1 (stereo not given)	-4	0	-6
CN(C)CCN(C(=O)CS(=O)(=O)c1ccc(Cl)cc1)c1nc2c(F)cc(F)cc2s1	-6	-1	-4
CCS(=O)(=O)Oc1cc(CN(Cc2ccc(F)cc2)C(=O)COC)ccc1OC	-5	4	-11
CCC(c1nc2ccccc2c(=O)n1-c1ccc(Br)cc1)N(CCC(C)C)C(=O)Nc1ccccc1F (stereo not given)	-4	-12	-7
Cc1cccc(-n2c(SCC(=O)c3ccc(Cl)cc3)nnc2-c2cccs2)c1	-4	14	-9
COCCCN(Cc1c(C)nn(-c2cccc(F)c2)c1N1CCN(C)CC1)C(=O)c1cccc(Br)c1	-6	2	-10
O=S(=O)(c1ccc(Cl)s1)N1CCN(CC(OCc2ccc(C(F)(F)F)cc2)c2ccc(Cl)cc2)CC1 (stereo not given)	1	nt	-1
O=C(Nc1cccc(C(F)(F)F)c1)N(Cc1cccn1Cc1cccc(Cl)c1)C1CCCCC1	-5	13	-3

# Additional compounds follow.
smiles	mcGAS inh	NPYLR7 agonist	hcGAS lum
Cc1cc(C(=O)Nc2c(C)n[nH]c2C)cc(C)c1OC(F)F	nt	-4	-9
Cc1nc(-c2ccc(C(F)(F)F)cc2)nc(N2CCN(C(=O)COc3ccc(Cl)cc3)CC2)c1C(C)C	-3	-1	-15
CN1CCC2(CCN3CCc4c(oc5ccccc45)C3C2)N(C)C1=O (stereo not given)	-4	2	-4
CCOC(=O)Cn1cnc2c(nnn2-c2ccccc2)c1=O	nt	7	-2
Cc1ccc(-c2nnc(SCc3ccc(C(N)=O)cc3)n2-c2ccccc2C)cc1	-5	31	-9
CCCCCCC(=O)Nc1c(-c2ccc(C)cc2)nc2ccc(C)cn12	-5	-1	-7
COc1ccc(-c2cnc3ncnn3c2N2CCCN(C(=O)c3cnn(C)c3Cl)CC2)cc1	-5	-1	1
CCOC(=O)c1cnn(CCN(C)Cc2ccc(C#N)cc2)c1N	nt	7	-10
O=C(Nc1ccc2c(c1)CN(C(=O)Cn1cncn1)CC2)C1CCCO1 (stereo not given)	nt	-9&5	4&-7
CCn1cc(C(CC(=O)NC(C)c2ccccc2)c2cc(OC)cc(OC)c2)c2ccccc21 (stereo not given)	-11	nt	-14
CCCc1n[nH]c(=O)n1[C@@H](CC)c1ccccc1	nt	8	-8
O=C(O)c1coc(CN(CCN2CCOCC2)Cc2ccccc2Cl)n1	-7	9	-7
O=C(Cc1ccccc1)Nc1cccc(NC(=O)c2ccnnc2)c1	-19	8	-5
Cc1cccc(Nc2nc(N3CC(C)OC(C)C3)nc(N)c2[N+](=O)[O-])c1 (stereo not given)	-8	3	-2
COC(=O)C(Cc1ccccc1)NC(=O)c1csc(COC(=O)c2ccccc2)n1 (stereo not given)	-3	0	-1
CCn1c(SCC(=O)Nc2ccc3c(c2)OCO3)nc2c(-c3ccccc3)c[nH]c2c1=O	-2	0	0
COC(=O)c1ccccc1NC(=O)N1CCCC(C(=O)c2cccc(OC(C)C)c2)C1 (stereo not given)	nt	3	-4
Cc1cc(C)cc(-c2nnc(SCc3nnc(-c4ccco4)o3)o2)c1	-7	26	-2
CSc1nc(-c2ccc(F)cc2)nc2c1Cc1c(CO)cnc(C)c1O2	-8	7	-8
Cn1cc(C(=O)Nc2cccc(C(F)(F)F)c2)c2[nH]c(=O)n(-c3ccc(F)cc3)c(=O)c21	nt	3	-9
OCCC1CN(Cc2cc3ccccc3s2)CCN1C1CCCC1 (stereo not given)	nt	6&4	-1&5
COc1cccc(CN2CC(C(=O)N3CCC(OCc4ccccn4)CC3)CCC2=O)c1 (stereo not given)	nt	2	-8
O=C(Nc1ccc2[nH]cc(CCN3CCN(c4cccc(C(F)(F)F)c4)CC3)c2c1)C(Cl)(Cl)Cl	-5	6	-5
Cc1ccc(S(=O)(=O)NCc2ccc(NC(=O)NC(C)C)cc2)cc1	2	-2	4
CCC1(CC)NC(=O)NC1=O	-6	-2	-4
C=CCN=c1scc(-c2cc(OC)ccc2OC)n1N=C(C)c1ccncc1	nt	-5	-4
CCc1nc2ccc(C(=O)NC(C)(C)C)cn2c1N(CCN(C)C)CC1CC1	-5	0	-5
Cc1cccc(Cn2cnc3c(nnn3Cc3ccc(F)cc3)c2=O)c1	nt	-1	1
CCc1ccc2oc(-c3cccc(NC(=O)c4ccccc4F)c3)nc2c1	-4	-6	-3
CCC(=O)Nc1ccc(S(=O)(=O)Nc2cc(-c3ccc(OC)nn3)ccc2C)cc1	nt	2	-7
CCOC(=O)Cn1cnc2c(nnn2Cc2ccc(Cl)cc2)c1=O	nt	9	-4
Cc1[nH]c(=O)[nH]c(=O)c1Cc1nnc(SCc2cccc(C(F)(F)F)c2)o1	nt	2	-4
CCCS(=O)(=O)NC1CC(=O)N(CCc2cccc(Cl)c2)C1 (stereo not given)	nt	12	-8
CO/N=C(/C(=O)N[C@@H]1C[C@H]2CC[C@@H]1C2)c1csc(NC=O)n1	2	-11	3
CC(C)N1CCC(C)(C(=O)Nc2cc(-c3ccccc3)nn2C)C1 (stereo not given)	nt	-1	0
CN(CCC(C)(C)O)C(=O)c1cc2ccccc2s1	-16	3	-5
Cc1ccc(Oc2ncccc2CNC(=O)CCc2cnn(C)c2)cn1	nt	1	-7
COC(=O)c1ccc(CNC2CCCc3c2cnn3-c2ccccc2F)cc1 (stereo not given)	nt	7	-8
Cc1ccc(-c2nc3ccc(C)cn3c2NC(C)(C)CC(C)(C)C)cc1	-9&20	-6	-7&-2
CCC(C(=O)NCc1cccc(C(F)(F)F)c1)n1c(=O)n(-c2ccccc2Cl)c(=O)c2ccccc21 (stereo not given)	-5	19	-9
CCCNc1ncnc2c1c(-c1ccccc1)cn2-c1ccccc1	-11	0	-4
Cc1c(C(=O)N2CCC(OCc3ccccc3)CC2)oc2c(F)cccc12	nt	9	-10
CCN1CCN(C(=O)NCc2ccc(CN(CC)CC)cc2)CC1	-3	2	6
CCN1CCCC1CNC(=S)N1CCCSc2ccccc21 (stereo not given)	6	10	1
Cc1nn(-c2ccccc2)c2nc(Cc3ccccc3)nc(N3CCCN(C(=O)c4ccc([N+](=O)[O-])cc4)CC3)c12	-9	nt	-13
O=C(CCN1C(=O)c2ccccc2C1=O)Nc1ccc(F)cc1	-4	-7	-2
CC(C)(C)CC(C)(C)Nc1c(CCc2ccccc2)nc2c(OCc3ccccc3)cccn12	-7	19	-7
CCCNC(=O)N(CCOC)Cc1nccn1Cc1ccc(C(F)(F)F)cc1	-4	18	-5
COc1cc2c(cc1OC)/C(=C/CC1(C)C(=O)CCC1=O)CCS2	nt	-5	4
O=C(Nc1nc(OCC(F)(F)F)cnc1-c1ccc(Cl)cc1Cl)c1ccccc1	-5	-2	-8

# (listing goes on)
smiles	mcGAS inh	NPYLR7 agonist	hcGAS lum
CC(=O)c1c(C)cc(C)c(CN2CC(C(=O)N(C)C)Oc3ccccc32)c1C (stereo not given)	nt	-5	-13
CCCCCNC(=O)c1cc(-c2ccco2)nc2c1c(C)nn2C1CCS(=O)(=O)C1 (stereo not given)	-10	3	-9
CCNC(=O)Cc1sc(-c2ccccc2)nc1-c1cccs1	-14	8	-5
O=S1(=O)CC2N=C(Nc3ccccc3F)SC2C1 (stereo not given)	nt	-1	0
CN1CC2=C(C1=O)C(c1ccc(F)cc1)NC(=O)N2 (stereo not given)	nt	-2	-7
Cn1cnnc1SCC(=O)Nc1ccc2c(c1)OCO2	nt	23	-13
CC(=O)Nc1c(-c2cc(=O)oc3ccc(Cl)cc23)oc2ccccc12	-8	-4	-2
COc1ccc2c(CC(=O)NC(C)C(C)C)coc2c1 (stereo not given)	nt	16	-8
CCOc1ccc(OCC(=O)Nc2cc(C(=O)N3CCCCCC3)cn(C)c2=O)cc1	-9	-16	-5

# Record cards, as listed above. Order of values: mcGAS inh	NPYLR7 agonist	hcGAS lum
# `Cn1cnnc1SCC(=O)Nc1ccc2c(c1)OCO2` as listed: nt	23	-13
# `COc1ccc2c(CC(=O)NC(C)C(C)C)coc2c1` (stereo not given) as listed: nt	16	-8
# `CCOc1ccc(OCC(=O)Nc2cc(C(=O)N3CCCCCC3)cn(C)c2=O)cc1` as listed: -9	-16	-5

# At a glance, part of the list above.
smiles	mcGAS inh	NPYLR7 agonist	hcGAS lum
CN1CC2=C(C1=O)C(c1ccc(F)cc1)NC(=O)N2 (stereo not given)	nt	-2	-7
Cn1cnnc1SCC(=O)Nc1ccc2c(c1)OCO2	nt	23	-13
CC(=O)Nc1c(-c2cc(=O)oc3ccc(Cl)cc23)oc2ccccc12	-8	-4	-2
COc1ccc2c(CC(=O)NC(C)C(C)C)coc2c1 (stereo not given)	nt	16	-8
CCOc1ccc(OCC(=O)Nc2cc(C(=O)N3CCCCCC3)cn(C)c2=O)cc1	-9	-16	-5
